PRMT1 inh = blocks human protein arginine methyltransferase 1; recombinant PRMT1, activity-based probe fluorescence polarization; 370,000 tested, 1.3% active; Q99873; inhibition, % at 2.79 µM;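 active = inhibition above about 21% made by adding two undisclosed values, limit read from the data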
rCAG RNA binder = binds r(CAG) RNA repeats; r(CAG) RNA repeat, TO-PRO-1 dye displacement fluorescence; inhibition, % at 3 µM; 370,000 tested, 1.3% active;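 active = inhibition above the plate cutoff, the mean of all test compounds on that plate plus 3 SD, cut at about 35% in these data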;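 also: 0% = DMSO alone and 100% = 100 µM mitoxantrone as full dye displacement; higher means more dye released from RNA so lower well fluorescence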
HTRA1 inhibitor = blocks human HTRA1 serine peptidase | Q92743 | recombinant HTRA1, FP-rhodamine activity-based probe, fluorescence polarization | inhibition, % at 5.96 µM | 340,000 tested, 0.5% active; in the data active = inhibition above about 36%;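 also: 0% = enzyme with DMSO and 100% = wells lacking enzyme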
LEDGF integ inh = blocks HIV-1 LEDGF/p75-dependent DNA integration; 370,000 tested, 0.64% active; inhibition, % at 3.7 µM; TR-FRET IN-LEDGF/p75 DNA integration, Eu/Cy5;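 active = inhibition above the screen-wide mean plus 3 SD, cut at about 13% in these data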;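 also: signal is the Cy5 over europium emission ratio at 671 and 618 nm; 0% = plate median of compound wells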
Rev-erbA mod = Rev-erb alpha (human) modulation | 370,000 tested, 0.79% active | activity, % at 10 µM | AID 1259318 | P20393 | Rev-erbα–FITC-DNA binding, fluorescence polarization, 90 min;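 active = activity above about 14%, limit read from the data; passing the limit was not always enough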;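 also: 0% = DMSO wells with 35 nM protein and 100% = DMSO wells with 750 nM protein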
Target sequence (P20393 whole entry, looked up): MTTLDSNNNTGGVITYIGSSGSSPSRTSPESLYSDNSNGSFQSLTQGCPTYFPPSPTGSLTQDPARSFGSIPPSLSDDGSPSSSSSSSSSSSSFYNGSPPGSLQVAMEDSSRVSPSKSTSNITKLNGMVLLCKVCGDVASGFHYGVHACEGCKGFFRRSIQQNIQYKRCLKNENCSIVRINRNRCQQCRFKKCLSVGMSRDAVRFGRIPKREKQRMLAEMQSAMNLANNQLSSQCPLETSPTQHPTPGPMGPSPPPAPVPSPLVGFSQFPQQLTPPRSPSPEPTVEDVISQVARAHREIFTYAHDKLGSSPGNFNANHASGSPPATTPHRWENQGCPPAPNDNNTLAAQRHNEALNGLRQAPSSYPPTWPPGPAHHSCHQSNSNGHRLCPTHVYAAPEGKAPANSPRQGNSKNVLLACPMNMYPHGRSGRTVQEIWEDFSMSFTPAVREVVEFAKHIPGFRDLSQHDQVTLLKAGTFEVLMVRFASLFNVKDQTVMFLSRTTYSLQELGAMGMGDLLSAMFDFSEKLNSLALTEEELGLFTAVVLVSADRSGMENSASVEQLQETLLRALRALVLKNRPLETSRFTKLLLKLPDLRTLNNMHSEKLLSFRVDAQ
TCR CD3 inh = inhibitors of human TCR-CD3 interaction. 360,000 tested, 0.37% active. inhibition, % at 9.4 µM. TAMRA-labeled TCR probe fluorescence, biochemical; in the data active = inhibition above about 19%;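 also: recombinant mutant TCR 2C K166C tagged with TAMRA read by polarization; 0% = receptor in buffer alone and 100% = receptor with positive control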
SIAE primary = inhibitors of human sialic acid acetylesterase SIAE; Q9HAT2; SIAE FP-Rh probe binding, fluorescence polarization; inhibition, % at 9.66 µM; 370,000 tested, 0.69% active;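 active = inhibition above a cutoff: mean of compounds within the control limits plus 3 SD of those, cut at about 17% in these data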;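 also: 0% = plate median of compound wells and 100% = probe without SIAE protein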
PG9 binder = PG9 antibody binding by small molecule; TR-FRET gp120-PG9 antibody binding; inhibition, % at 6.7 µM; 360,000 tested, 0.43% active; AID 624416; in the data active = inhibition above about 8.5%
ABHD4 inh = ABHD4 (mouse) inhibition, primary FP screen; purified mABHD4, FP-Rh probe fluorescence polarization; 370,000 tested, 0.54% active; AID 720543; inhibition, % at 8.92 µM; Q8VD66;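 active = inhibition exceeding the mean over every tested compound plus 3 SD, cut at about 30% in these data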;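 also: 0% = plate median of compound wells and 100% = S159A mutant with DMSO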
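Doses – 8.92 µM, single dose · Material – wild-type mouse ABHD4 protein · Replication – single well per compound (singlicate) · Measure – percent inhibition of probe binding, normalized to plate controls · Schedule – 45 min compound pre-incubation plus 60 min probe step, 25 °C · Detection – fluorescence polarization with parallel and perpendicular emission, 525/598 nm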
TDP2 inh = TDP2 (human) inhibition, absorbance primary screen; recombinant TDP2, T5PNP hydrolysis, p-nitrophenol absorbance 415 nm; inhibition, % at 12.8 µM; 370,000 tested, 0.34% active;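 active = inhibition above the mean of all tested compounds plus 3 SD, set per campaign, cut at about 25% in these data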;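 also: 0% = DMSO with enzyme and 100% = buffer with substrate but no TDP2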
Target sequence (O95551 whole entry, looked up): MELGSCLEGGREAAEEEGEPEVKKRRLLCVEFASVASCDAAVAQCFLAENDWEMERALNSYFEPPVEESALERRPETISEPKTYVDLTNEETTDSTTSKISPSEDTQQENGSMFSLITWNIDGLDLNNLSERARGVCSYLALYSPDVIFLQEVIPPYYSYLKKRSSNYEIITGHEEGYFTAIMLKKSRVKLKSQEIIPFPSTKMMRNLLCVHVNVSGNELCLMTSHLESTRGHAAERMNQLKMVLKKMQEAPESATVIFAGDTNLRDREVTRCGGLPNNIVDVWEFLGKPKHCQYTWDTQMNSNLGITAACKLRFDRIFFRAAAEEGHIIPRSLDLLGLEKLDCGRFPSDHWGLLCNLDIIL
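Assay system: recombinant human TDP2 / Reagent: T5PNP substrate at 5 mM, a TopII-DNA adduct mimic / Measured by: epi absorbance from released p-nitrophenol / Evaluation: % inhibition relative to enzyme-containing and enzyme-free wells / Control set: enzyme-free and DMSO wells / Replicates: each compound tested once, singlicate / Schedule: enzyme reaction with compound for 2 h at 37 °C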
* hit, by the source's call; nt = not tested or not shown.

Codes: A = PRMT1 inh; B = rCAG RNA binder; C = HTRA1 inhibitor; D = LEDGF integ inh; E = Rev-erbA mod; F = TCR CD3 inh; G = SIAE primary; H = PG9 binder; I = ABHD4 inh; J = TDP2 inh
Molecule: N#Cc1cccc(Nc2c3c(nc4ccccc24)CCCC3)c1
  A = -1; B = -1; C = -27; D = 2; E = -3; F = 1; G = 9; H = -1.9; I = -3; J = 3
Molecule: O=C(O)CCn1nnc2ccccc21
  A = 4; B = -2; C = -3; D = 5; E = -5; F = -2; G = -1; H = -0.5; I = -2; J = 2
Molecule: Cn1c(=O)c2c(nc(SCC(=O)NCC3CCCO3)n2Cc2ccc(F)cc2)n(C)c1=O (stereo not given)
  A = 1; B = -6; C = -1; D = -3; E = -6; F = -1; G = -5; H = -1.0; I = -5; J = 6
Molecule: COc1ccc(C(C(=O)NC2CCCC2)N(CCN(C)C)C(=O)c2snc(C(N)=O)c2N)cc1 (stereo not given)
  A = 0; B = -5; C = -2; D = 2; E = -4; F = -9; G = 10; H = 0.7; I = 1; J = 0
Molecule: O=C(CSCc1ccc(Cl)cc1)N1CCOCC1
  A = 1; B = -3; C = 4; D = -4; E = -2; F = 1; G = 4; H = -1.2; I = 10; J = -12
Molecule: CCOC(=O)Cc1c(C)c2c(C)[nH]nc2oc1=O
  A = 6; B = 5; C = 3; D = 3; E = -5; F = 0; G = 8; H = 0.9; I = 7; J = 5
Molecule: CCc1ccccc1NNC(=O)CCc1ccccc1
  A = 3; B = -1; C = 2; D = 2; E = -2; F = 1; G = -5; H = 0.1; I = -1; J = 8
Molecule: CC(=O)C1=NN(c2ccccc2)C(c2cccs2)N1c1ccc(N(C)C)cc1 (stereo not given)
  A = 1; B = 2; C = 3; D = 3; E = -3; F = 6; G = 4; H = -4.5; I = -2; J = 1
Molecule: CN1CCc2c(sc3c2C(=O)NC(/C=C\c2ccccc2)N3)C1 (stereo not given)
  A = 1; B = -5; C = nt; D = 2; E = -4; F = -19; G = -5; H = -7.3; I = -3; J = 1
Molecule: O=C(Nc1c(C(=O)NCc2ccco2)cnn1-c1ccccc1)c1ccc(F)cc1
  A = 0; B = 5; C = -4; D = 0; E = 2; F = -2; G = 5; H = -0.2; I = 1; J = 3
Molecule: O=C(Nc1nnc(-c2ccccc2)o1)c1cc(-c2cccs2)nc2ccccc12
  A = -4; B = 56*; C = 14; D = 2; E = -7; F = 2; G = -17; H = 0.9; I = -25; J = -9
Molecule: CCOCCCNC(=O)Cc1cc(=O)[nH]c(=O)[nH]1
  A = -5; B = 1; C = 1; D = 0; E = 6; F = -5; G = -3; H = -1.1; I = -5; J = 6
Molecule: CCOC(=O)c1ccc(N2C(=O)c3n[nH]c(C)c3C2c2ccc(OC)c(OC)c2)cc1 (stereo not given)
  A = 2; B = -1; C = -7; D = 3; E = 0; F = -5; G = -8; H = 0.4; I = -4; J = -5
Molecule: CCOC(=O)C1(C)CCN1C(=O)c1cc(F)cc(F)c1 (stereo not given)
  A = -1; B = -1; C = nt; D = 0; E = 4; F = -6; G = 0; H = -1.6; I = 3; J = 8
Molecule: Cn1ccnc1SCc1nc2c(cnn2-c2ccccc2)c(=O)[nH]1
  A = 1; B = 2; C = 1; D = -3; E = 3; F = 6; G = 8; H = 0.1; I = 1; J = -1
Molecule: CC1(C)Cc2c(cnn2-c2cccc(F)c2)C(NC(=O)c2ccc[n+]([O-])c2)C1 (stereo not given)
  A = 2; B = -9; C = -1; D = -5; E = -7; F = -9; G = -2; H = -1.3; I = 3; J = 4
Molecule: CC[C@H]1/C(=C/c2ccccc2)N2C(=O)C[C@H](c3ccccc3)N=C2N1C
  A = -5; B = nt; C = nt; D = 2; E = 5; F = nt; G = 1; H = nt; I = -6; J = 5
Molecule: Cc1ccc2nc(-c3cccnc3)cc(C(=O)N3CCN(c4ccc([N+](=O)[O-])cc4)CC3)c2c1
  A = -4; B = 2; C = 1; D = 1; E = 5; F = 2; G = -11; H = 0.7; I = -6; J = -5
Molecule: COc1ccc(N(CC(=O)N2CCc3ccccc32)S(=O)(=O)c2c(C)noc2C)cc1
  A = 0; B = 0; C = -2; D = 6; E = 5; F = 2; G = 5; H = 0.6; I = -3; J = -2
Molecule: Cc1noc(C)c1COc1cccc(C(=O)Nc2ccc(C#N)cc2)c1
  A = -3; B = -1; C = -12; D = 1; E = 3; F = 0; G = -7; H = 1.3; I = -17; J = 8
Molecule: COc1cc(/C=N/NC(=O)c2cncc(Br)c2)cc([N+](=O)[O-])c1O
  A = 3; B = 18; C = 5; D = -5; E = 5; F = -6; G = -2; H = -1.9; I = 17; J = -15
Molecule: CCOc1ccc2nc(NC(=O)C3CCN(c4cnccn4)CC3)sc2c1
  A = 8; B = 4; C = -11; D = -5; E = -2; F = -2; G = -5; H = 0.5; I = -5; J = -8
Molecule: C=CCOC(=O)N1CCN(C(=O)c2ccc3nc(C)n(C4CCCC4)c3c2)CC1
  A = -6; B = 1; C = nt; D = 4; E = -4; F = nt; G = 10; H = nt; I = 4; J = -5
Molecule: COC(=O)CNC(=O)C1(C)C=CCN1C(=O)c1ccccc1 (stereo not given)
  A = 2; B = 0; C = 6; D = 1; E = 1; F = 0; G = 0; H = -2.4; I = 3; J = 0
Molecule: CC(=O)N/C(=C\c1ccccc1)C(=O)Nc1ccccc1C
  A = 1; B = 2; C = -7; D = -2; E = 3; F = -1; G = 1; H = -1.3; I = -3; J = 4
Molecule: COCCn1c(C)nnc1SCC(=O)NNC(=O)c1ccc(Cl)cc1
  A = -1; B = -1; C = -5; D = 2; E = -5; F = -3; G = 3; H = -0.2; I = 4; J = 11
Molecule: N#Cc1cc([N+](=O)[O-])ccc1NCC1CCCO1 (stereo not given)
  A = 3; B = 0; C = -4; D = -2; E = 2; F = -1; G = 1; H = 2.5; I = 1; J = -3
Molecule: CCN(CC)CCNC(=O)c1ccc2c(c1)NC(=O)c1ccccc1S2
  A = 1; B = 5; C = 13; D = -2; E = -7; F = -4; G = 1; H = 0.8; I = -2; J = 20
Molecule: CC(=O)OC[C@@H]1CN(Cc2ccccc2)C[C@H](n2ccc3c(N)ncnc32)O1
  A = -3; B = 1; C = nt; D = 0; E = 3; F = 1; G = -2; H = 1.3; I = 2; J = -3
Molecule: Cc1ccc(C(=O)OCC(=O)Nc2ccc3[nH]c(=O)[nH]c3c2)cc1S(=O)(=O)N1CCOCC1
  A = -3; B = 0; C = -1; D = 0; E = 1; F = -3; G = -7; H = 1.5; I = 4; J = 1
Molecule: COc1ccc(NS(=O)(=O)c2cc(NS(=O)(=O)c3cccs3)ccc2C)cc1
  A = 6; B = 14; C = -5; D = -2; E = -3; F = -6; G = 4; H = 1.4; I = 6; J = 6
Molecule: COc1ccc(C(=O)NCCCNC(=O)c2ccc(C)nc2)cc1
  A = -2; B = 0; C = 1; D = 0; E = -1; F = 4; G = -4; H = -0.9; I = 1; J = 6
Molecule: COc1ncnc2c1ncn2CCCNCc1ccco1
  A = 1; B = 1; C = 4; D = 0; E = -6; F = -9; G = 14; H = -1.6; I = 7; J = 9
Molecule: O=C(Nc1c(Cl)cccc1Cl)c1ccc(-c2ccccc2)cc1
  A = 0; B = 2; C = -2; D = -1; E = -1; F = 1; G = -4; H = -4.7; I = -5; J = 2
Molecule: CS(=O)(=O)N1CCC(C(=O)N2CCN(C(c3ccccc3)c3ccccc3)CC2)CC1
  A = 4; B = -7; C = 1; D = -4; E = 0; F = -12; G = 0; H = 2.3; I = 6; J = -7
Molecule: O=C(Nc1ccc2nc(-c3cccs3)[nH]c2c1)c1ccco1
  A = 4; B = 3; C = -8; D = 1; E = -7; F = -9; G = 0; H = 1.1; I = 9; J = -5
Molecule: Cc1ccc(N2C(=O)[C@@H]3[C@H](C2=O)[C@H]2C=C(C(=O)c4ccccc4)C=CN2[C@@H]3C(=O)c2ccc(Cl)cc2)cc1
  A = 1; B = 19; C = -16; D = 3; E = 0; F = -13; G = -16; H = -2.7; I = -8; J = 0
Molecule: O=C(Nc1nccs1)c1ccc2c(c1)OCO2
  A = -2; B = 0; C = 0; D = 4; E = 6; F = 6; G = 1; H = -1.7; I = -1; J = -1
Molecule: CC(=O)Nc1c(I)c(C(=O)N[C@H]2C(O)O[C@H](CO)[C@@H](O)[C@@H]2O)c(I)c(N(C)C(C)=O)c1I (stereo not given in full)
  A = -3; B = 2; C = 1; D = -2; E = 2; F = 4; G = 0; H = -1.1; I = -9; J = 5
Molecule: CCCC[C@H](CN[C@@H](CNC)[C@H](C)CC)NCCC12CCC(CC1)C2
  A = 1; B = 5; C = 1; D = 2; E = 0; F = 5; G = 9; H = 1.8; I = 10; J = 3

By substructure, the compounds so far with a nitro group on carbon
Codes: A = PRMT1 inh; B = rCAG RNA binder; C = HTRA1 inhibitor; D = LEDGF integ inh; E = Rev-erbA mod; F = TCR CD3 inh; G = SIAE primary; H = PG9 binder; I = ABHD4 inh; J = TDP2 inh
Molecule: Cc1ccc2nc(-c3cccnc3)cc(C(=O)N3CCN(c4ccc([N+](=O)[O-])cc4)CC3)c2c1
  A = -4; B = 2; C = 1; D = 1; E = 5; F = 2; G = -11; H = 0.7; I = -6; J = -5
Molecule: COc1cc(/C=N/NC(=O)c2cncc(Br)c2)cc([N+](=O)[O-])c1O
  A = 3; B = 18; C = 5; D = -5; E = 5; F = -6; G = -2; H = -1.9; I = 17; J = -15
Molecule: N#Cc1cc([N+](=O)[O-])ccc1NCC1CCCO1 (stereo not given)
  A = 3; B = 0; C = -4; D = -2; E = 2; F = -1; G = 1; H = 2.5; I = 1; J = -3

Carrying on:
Codes: A = PRMT1 inh; B = rCAG RNA binder; C = HTRA1 inhibitor; D = LEDGF integ inh; E = Rev-erbA mod; F = TCR CD3 inh; G = SIAE primary; H = PG9 binder; I = ABHD4 inh; J = TDP2 inh
Molecule: O=C1CCCC(=O)C1=C1SCCCS1
  A = 3; B = 0; C = -1; D = 1; E = 0; F = -4; G = -4; H = 0.8; I = 1; J = -5
Molecule: CC(C)C(=O)Nc1cccc(NC(=O)c2cc3ccccc3o2)c1
  A = 1; B = -2; C = -8; D = 0; E = 2; F = 0; G = -3; H = -1.3; I = -6; J = 2
Molecule: CCCCCc1nnc(NC(=O)c2ccc3nc[nH]c3c2)s1
  A = 1; B = 8; C = -14; D = -2; E = 0; F = 1; G = 1; H = 2.1; I = 9; J = -4
Molecule: O=C(CSc1nnnn1-c1ccccc1)Nc1ccccc1
  A = 0; B = 4; C = 1; D = -1; E = 0; F = 2; G = 2; H = -2.0; I = 7; J = -4
Molecule: COc1ccccc1-c1ccc2nnc(SCC(=O)N3CCCC3)n2n1
  A = -1; B = -4; C = 5; D = 0; E = 10; F = -7; G = -2; H = -0.2; I = 1; J = 16
Molecule: Cn1cc(CN2CCC(C(O)c3cccs3)CC2)c(-c2cccc(Cl)c2)n1 (stereo not given)
  A = -4; B = -6; C = 2; D = -1; E = 3; F = 5; G = -5; H = -0.3; I = 2; J = 2

Assay outcomes as filed in PubChem.

A portion of the library; rates above refer to the full screens.
